Compound activity: PubChem BioAssay, National Center for Advancing Translational Sciences (NCATS)
L3MBTL1 block = qHTS Assay for the Inhibitors of L3MBTL1; actives 0.66% (n = 230,000); Lethal(3)malignant brain tumor-like protein 1 (Homo sapiens), Q9Y468; Potency, µM (doses to about 57.1 µM), without a hit: at the top dose activity, negative = inhibition, usual class: inhibitors; AlphaScreen L3MBTL1–H3K9me1 peptide binding; also: nearly all actives have a fitted effect of over 60% in size
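AlphaScreen proximity signal between nickel-chelate acceptor and streptavidin donor beads (final 10 ug/mL) reports binding of 50 nM L3MBTL1 to 75 nM biotin-H3 K9me1 peptide; complex incubated with compounds 30 min at room temperature; cefsulodin titration as control.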
TR SRC2 fluor cs = Total Fluorescence Counterscreen for Inhibitors of the Interaction of Thyroid Hormone Receptor and Steroid Receptor Coregulator 2 | actives 0.29% (n = 280,000) | Potency, µM (titrated, usually from 106 µM), without a hit: at the top dose fluorescence change, negative = quenching | TRb/SRC2 Texas Red total fluorescence interference; active = well fitted curve in either direction with a large enough effect; inconclusive = small, poorly fitted or top-dose-only effect
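Flags fluorescent or light-absorbing compounds by total fluorescence, S + 2P, at 555 nm excitation and 632 nm emission. Mixture: 20 nM Texas Red SRC2 peptide, 0.6 uM human TRb LBD, 1 uM T3, 5% DMSO; compound exposure 5 h at ambient temperature.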
Tau fluor counter = Counterscreen qHTS for Inhibitors of Tau Fibril Formation, Fluorescence Polarization; tau K18 P301L Alexa594 fluorescence, heparin fibrillization; Potency, µM (top dose mostly 57.7 µM), for the others: top-dose activity change, negative = decrease; actives 0.93% (n = 280,000); also: nearly all actives have a fitted effect of over 55% in size
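Human K18 P301L tau (15 uM unlabeled plus 0.24 uM Alexa 594-labeled, final) in 100 mM sodium acetate pH 7 was mixed with compound and 20 uM heparin and incubated 6 hr at 37 C.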
TRb SRC2 PPI = qHTS for Inhibitors of the Interaction of Thyroid Hormone Receptor and Steroid Receptor Coregulator 2. TRbeta-SRC2 peptide binding, fluorescence polarization; receptor liganded with 1 µM T3. Potency, µM (highest dose often 106 µM), for the others: at the highest dose activity change, negative = inhibition, actives largely listed as inhibitors. actives 0.065% (n = 280,000);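 also: plate controls were bound peptide for no effect and peptide without receptor for full effect; nearly all actives have a fitted effect of over 50% in size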
Target sequence (P10828 whole entry, looked up): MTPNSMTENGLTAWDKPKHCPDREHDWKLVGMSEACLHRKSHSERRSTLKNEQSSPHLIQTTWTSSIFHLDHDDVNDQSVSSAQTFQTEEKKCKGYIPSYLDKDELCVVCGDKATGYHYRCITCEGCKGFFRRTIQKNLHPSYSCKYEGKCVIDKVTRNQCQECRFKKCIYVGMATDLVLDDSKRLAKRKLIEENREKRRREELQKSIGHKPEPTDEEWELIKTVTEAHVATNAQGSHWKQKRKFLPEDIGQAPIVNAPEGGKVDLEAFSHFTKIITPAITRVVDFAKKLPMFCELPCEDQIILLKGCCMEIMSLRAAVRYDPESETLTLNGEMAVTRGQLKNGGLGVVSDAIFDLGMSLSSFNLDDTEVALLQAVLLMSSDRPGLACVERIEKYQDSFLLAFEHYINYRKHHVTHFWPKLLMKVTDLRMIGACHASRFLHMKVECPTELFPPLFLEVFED
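Fluorescence polarization of 20 nM Texas Red SRC2 peptide (20-aa NR interaction domain) bound to 0.6 uM human TRb ligand-binding domain, with 1 uM T3, after 5 hr at ambient temperature; inhibition seen as decreased polarization.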
aGal spleen mod = qHTS Assay for Inhibitors and Activators of Human alpha-Galactosidase From Spleen Homogenate; Alpha-galactosidase A (Homo sapiens), P06280; actives 0.008% (n = 240,000); Potency, µM (doses to about 80 µM), for inactives: top-dose activity change, negative = inhibition, hits mostly inhibitors; AID 2107, 2009; human spleen homogenate, 4MU-alpha-Gal fluorescence, 40 min;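 also: 0% = enzyme with vehicle and -100% = no enzyme basal signal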
Target sequence (P06280 32-429 limits assumed): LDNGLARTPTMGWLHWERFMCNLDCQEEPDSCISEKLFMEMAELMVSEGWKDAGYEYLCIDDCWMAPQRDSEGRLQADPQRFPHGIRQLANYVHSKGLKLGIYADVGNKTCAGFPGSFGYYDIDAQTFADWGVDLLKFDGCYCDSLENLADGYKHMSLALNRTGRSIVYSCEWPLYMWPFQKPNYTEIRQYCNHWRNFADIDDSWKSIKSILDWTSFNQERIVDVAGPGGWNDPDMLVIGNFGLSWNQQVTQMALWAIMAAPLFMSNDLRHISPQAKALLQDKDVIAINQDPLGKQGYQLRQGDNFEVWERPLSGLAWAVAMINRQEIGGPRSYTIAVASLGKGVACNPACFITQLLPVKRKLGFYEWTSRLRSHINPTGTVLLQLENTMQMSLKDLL
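qHTS titration in buffer at pH 5.0. Alpha-galactosidase activity in spleen homogenate was measured via 4-methylumbelliferone release from 1 mM fluorogenic substrate after 40 min at 37C and a pH 10 stop. AC50 came from Hill fits of control-normalized data.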
ALDH1A1 inh = qHTS Assay for Inhibitors of Aldehyde Dehydrogenase 1 (ALDH1A1); Aldehyde dehydrogenase 1A1 (Homo sapiens), P00352; Purified ALDH1A1, NADH fluorescence, propionaldehyde substrate; Potency, µM (series often up to 75.3 µM), without a hit: at the highest dose activity, negative = inhibition, actives largely listed as inhibitors; actives 7.3% (n = 220,000); active = well fitted inhibition curve with a large enough effect, not every such curve was filed as active; inconclusive = small, poorly fitted or top-dose-only effect, or another doubt; inactive = no such curve, though single readings can be large or run the other way;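 also: plate controls were no enzyme wells and a reference inhibitor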
Tau fibril FP = qHTS for Inhibitors of Tau Fibril Formation, Fluorescence Polarization; Microtubule-associated protein tau (Homo sapiens), P10636; K18 P301L tau heparin fibrillization, Alexa594 FP, 6 h; Potency, µM (series often up to 57.7 µM), inactives show at the highest dose activity, negative = inhibition, actives largely listed as inhibitors; actives 0.39% (n = 280,000); also: nearly all actives have a fitted effect of over 55% in size
Target sequence (P10636 561-689 P618L limits assumed): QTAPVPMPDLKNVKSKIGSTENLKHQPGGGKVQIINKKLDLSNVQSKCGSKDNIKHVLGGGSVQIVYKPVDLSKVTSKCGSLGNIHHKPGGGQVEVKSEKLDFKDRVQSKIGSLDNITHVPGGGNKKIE
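Human K18 P301L fragment (15 uM unlabeled plus 0.24 uM Alexa 594-labeled) in 100 mM sodium acetate pH 7 with compound, aggregation induced by 20 uM heparin for 6 hr at 37 C. ThT (30 uM) added for 1 hr, then Alexa 594 FP read.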
Tau ThT inhib = qHTS for Inhibitors of Tau Fibril Formation, Thioflavin T Binding | recombinant tau K18 P301L (four-repeat tau fragment), heparin-induced fibrillization, ThT fluorescence | Potency, µM (series often up to 57.4 µM), without a hit: at the top dose activity, negative = inhibition, most hits filed as inhibitors | actives 2.1% (n = 270,000) | AID 1460, 2008; also: nearly all actives have a fitted effect of over 55% in size
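K18 P301L tau (15 uM + 0.24 uM Alexa 594-tagged), heparin 20 uM, NaOAc pH 7, 6 h 37 C; ThT 30 uM, 1 h RT, ex 450/em 510 nm.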
Starred values were filed as active, the others as inactive; ? = inconclusive; · = not tested or not shown; & = joins results of further samples; [ ] = another dose, or the depositor's remark. Unless noted, calls follow the shape of the dose curve; as a rule, active = well fitted curve in the direction sought with a large enough effect; inconclusive = small, poorly fitted or top-dose-only effect, or another doubt; inactive = no such curve, though single readings can be large; an effect the other way counts as inactive or inconclusive. Unless noted, % is scaled to controls: 0 for no effect and ±100 for the full control effect; potency is read from the fitted curve at half-maximal effect.

compound	L3MBTL1 block	TR SRC2 fluor cs	Tau fluor counter	TRb SRC2 PPI	aGal spleen mod	ALDH1A1 inh	Tau fibril FP	Tau ThT inhib
Nc1ccc(S(=O)(=O)Nc2ccnn2-c2ccccc2)cc1	·	-4%	-6%&-7%&-2%	6%	10%	9%	0%&2%&-3%	-14%&-4%&-6%
CCCCC1CCC(/C(N)=N/O)CC1 (stereo unspecified)	10%	-7%	9%	-3%	-24%	11%	4%	11%
COc1ccc(OC)c(NC(=O)Cc2coc3ccc(C)cc23)c1	·	0%	-19%	1%	10%	-1%	?	-2%
CCOP(=O)(OCC)/C(=C/N1CCCCC1)NC(=O)c1ccccc1	2%	-2%	-2%[2.34 µM]	1%	3%	1%	2%	-5%
O=C(c1nc2ccccn2c1CNCCn1ccc2ccccc21)N1CCOCC1	-10%	0%	-16%	-5%	-4%	·	-3%	-18%
S=C(NCCc1ccccc1)NCc1cccs1	-4%	-1%	-11%	3%	6%	-12%	-2%	-5%
O=C(O)CCn1c2c(c3ccccc31)CCCC2	·	-3%	-3%	-21%	14%	?	5%	-8%
O=C(Nc1ccccc1-c1ccccc1)c1cccs1	7%	-2%	-14%	-4%	0%	-10%	-4%	-8%
Cc1occc1-c1nnc(SCC(=O)N2CCOCC2)o1	3%	0%	-9%	0%	-3%	0%	-8%	-16%
Cc1ccc2oc(-c3ccccc3)nc2c1	·	-2%	-14%	4%	3%	5%	-3%	-11%

Of the compounds above, two have four or more nitrogen atoms.
compound	L3MBTL1 block	TR SRC2 fluor cs	Tau fluor counter	TRb SRC2 PPI	aGal spleen mod	ALDH1A1 inh	Tau fibril FP	Tau ThT inhib
Nc1ccc(S(=O)(=O)Nc2ccnn2-c2ccccc2)cc1	·	-4%	-6%&-7%&-2%	6%	10%	9%	0%&2%&-3%	-14%&-4%&-6%
O=C(c1nc2ccccn2c1CNCCn1ccc2ccccc21)N1CCOCC1	-10%	0%	-16%	-5%	-4%	·	-3%	-18%

Going on with the list.
compound	L3MBTL1 block	TR SRC2 fluor cs	Tau fluor counter	TRb SRC2 PPI	aGal spleen mod	ALDH1A1 inh	Tau fibril FP	Tau ThT inhib
COc1ccc(C(=O)/C=C/c2ccccc2C(F)(F)F)cc1	7%	-6%	-20%	2%	6%	-8%	-12%	?
CCCCOc1ccc(NC(=O)Nc2nnc(C)s2)cc1	-1%	0%	?	-1%	10%	11%	15%	-16%
CCOC(=O)c1ccc2c(c1)N(Cc1ccc(F)cc1Cl)C(=O)c1ccccc1S2(=O)=O	·	1%	-29%	-3%	·	·	?	-9%
CCc1ccc(CNC(=O)c2cnc3sc(N4CCCC4)nn3c2=O)cc1	·	-1%	-6%	1%	·	·	-6%	-3%
C[C@]12C=CC(=O)C=C1CCC1C3CC[C@](O)(C(=O)CO)[C@@]3(C)CC3OC312 (stereo partly specified)	-1%	-1%	-2%	-8%	5%	6%	-3%	-8%
CC1CN(CCCCOc2ccc(F)cc2)CC(C)O1 (stereo unspecified)	3%[11.4 µM]	-1%	13%	-4%	9%	-5%	2%	7%
CCCCC(=O)Nc1ccc2c(c1)oc1ccccc12	4%	-1%	-10%	1%	6%	5%	-4%	-8%
CN(c1ccccc1C(=O)Nc1ccc(F)c(Cl)c1)S(C)(=O)=O	-8%	-1%	-1%	-6%	-8%	-4%	-4%	4%
C=CCN=Cc1sc2ccc(OCC)cc2c1O	-8%	-1%	-19%	9%	-1%	?	-7%	?
Cc1ccccc1OCCNc1cc(N2CCCCC2)ccc1[N+](=O)[O-]	-28%	1%	?	-7%	-4%	17%	0%	?

An excerpt of these results, with two lines to a compound:
Sequence of screens: L3MBTL1 block	TR SRC2 fluor cs	Tau fluor counter	TRb SRC2 PPI	aGal spleen mod	ALDH1A1 inh	Tau fibril FP	Tau ThT inhib
CCCCOc1ccc(NC(=O)Nc2nnc(C)s2)cc1
  -1%	0%	?	-1%	10%	11%	15%	-16%
CCOC(=O)c1ccc2c(c1)N(Cc1ccc(F)cc1Cl)C(=O)c1ccccc1S2(=O)=O
  ·	1%	-29%	-3%	·	·	?	-9%
CCc1ccc(CNC(=O)c2cnc3sc(N4CCCC4)nn3c2=O)cc1
  ·	-1%	-6%	1%	·	·	-6%	-3%
C[C@]12C=CC(=O)C=C1CCC1C3CC[C@](O)(C(=O)CO)[C@@]3(C)CC3OC312 (stereo partly specified)
  -1%	-1%	-2%	-8%	5%	6%	-3%	-8%
CC1CN(CCCCOc2ccc(F)cc2)CC(C)O1 (stereo unspecified)
  3%[11.4 µM]	-1%	13%	-4%	9%	-5%	2%	7%

Carrying on:
compound	L3MBTL1 block	TR SRC2 fluor cs	Tau fluor counter	TRb SRC2 PPI	aGal spleen mod	ALDH1A1 inh	Tau fibril FP	Tau ThT inhib
CC(C)CCNC(=O)CN1C(=O)c2cccnc2Oc2ccccc21	·	-2%	-6%	-4%	·	·	-8%	0%
O=C(NN1C(=O)C2C3C=CC(C3)C2C1=O)c1ccncc1 (stereo unspecified)	4%	-2%	-1%	-3%	-3%	15%	6%	0%
O=C(c1ccccc1)c1cnc2ccc(Cl)cc2c1N1CCOCC1	·	-1%	-9%	5%	3%	-6%	-4%	-9%
c1ccc2c(c1)CCC[C@@H]2C1=NCCN1	·	-1%	·	-5%	-6%[29.1 µM]	19%[20.9 µM]	·	·
Cc1cc(C)cc(NC(=O)CCn2cnc3cc(C)c(C)cc32)c1	7%	-1%	-13%	1%	-5%	16%	-6%	-7%
COc1ccc(NC(=O)c2ccco2)cc1NC(=O)COc1ccc(C)cc1C	·	0%	-24%	1%	·	·	-12%	?
CC(=O)N1CCc2cc(S(=O)(=O)CCC(=O)NCc3ccco3)ccc21	·	1%	-2%	2%	6%	12%	-7%	-3%
CN(C)C(=O)c1cccn1-c1ncc(C(F)(F)F)cc1Cl	10%	-1%	4%	-2%	5%	1%	8%	0%
CCOC(=O)c1c(-c2ccccc2)csc1/N=C/C1C(=O)CCCC1=O	-14%	1%	-14%	-2%	-4%	3.5µM*	15%	?
COc1cccc(NC(=O)Nc2ccc3nc(N4CCN(C)CC4)cc(C)c3c2)c1	·	-3%	14µM*[quencher]	5%	·	·	?	?
CCOc1ccc(CC(=O)Nc2c(C(=O)c3ccc(Cl)cc3)oc3ccccc23)cc1OCC	·	-2%	-29%	1%	·	·	-11%	-13%
COc1cc(/C=C2\CC/C(=C\c3cc(OC)c(O)c(OC)c3)C2=O)cc(OC)c1O	28µM*	-18%[53 µM]	14µM*[quencher]	11%[53 µM]	0%	-3%	?	6.3µM*
Cc1nn(C)cc1S(=O)(=O)N1CCN(Cc2ccc(F)cc2Cl)CC1	-7%	-3%	-12%	-4%	-7%	18%	0%	-8%
CCSc1nc(C)c(CC)c(C)c1C(N)=O	·	2%	5%	-6%	7%	5%	6%	4%
Cc1nn2c(N3CCN(C)CC3)c3c(nc2c1-c1ccccc1)CCCC3	3%	-1%	-21%	0%	-12%	3%	9%	-15%
O=C(NCc1nc2ccccc2[nH]1)c1ccc(Cl)c(S(=O)(=O)N2CCCC2)c1	-19%	-1%	-24%	-6%	2%	-3%	-9%	-11%
COc1ccc(S(=O)(=O)N2CCN(c3nc4ccccc4nc3-n3nc(C)cc3C)CC2)cc1	·	-1%	-5%	0%	-13%	-8%	2%	-3%
O=C(C1=C[C@@H](C2CCCCC2)C[C@@H](OCc2ccc(CO)cc2)O1)N1CCOCC1	1%	1%	0%	-6%	0%	?	9%	-4%
O=C(Nc1ccc2ccccc2c1)c1cn(-c2ccccc2)nc1-c1cccs1	-2%	-1%	?	-8%	2%	?	?	-2%
Cc1ccc(S(=O)(=O)C(CNC(=O)COc2ccccc2)c2ccco2)cc1 (stereo unspecified)	·	0%	-12%	2%	·	·	-12%	-4%
Cc1cccc(C)c1NC(=O)c1ccc(-n2cnnn2)cc1	-2%	-2%	1%	-7%	1%	0%	3%	-9%
CCCCc1nc2ccccc2c(=O)n1NC(=O)c1c(O)c2c(n(CC(C)C)c1=O)CCCC2	6%	1%	-10%	-2%	2%	4%	-9%	-14%
CC1(C)C(c2cccs2)=[N+]([O-])C2(CCCCC2=O)N1O (stereo unspecified)	-24%	1%	11%	-1%	8%	22µM*	3%	8%
CC1CCC(NC(=O)CN2CCC(n3nnc4cc(F)ccc43)CC2)CC1 (stereo unspecified)	·	0%	-12%	5%	3%	-9%	2%	-15%
CN(CC(=O)Nc1ccc(F)cc1)c1ccc(S(=O)(=O)N2CCCC2)cn1	-5%	-5%	-2%	-8%	1%	?	-1%	5%
COc1ccc(NC(=O)CCN2CCCCCC2)c(OC)c1	-4%	1%	-7%	3%	6%	3%	4%	-12%
Cc1ccc(S(=O)(=O)N(CC(=O)Nc2cccc([N+](=O)[O-])c2)C2CCCCC2)cc1	-1%	0%	?	-3%	-3%	?	4%	-17%
CC(=O)Nc1ccc(S(=O)(=O)NCCc2ccc(F)cc2)cc1	2%	-3%	-6%	6%	0%	4%	-2%	-9%
Cc1ccc(C(=O)C(OC(=O)CN2C(=O)c3ccccc3C2=O)c2ccccc2)cc1C (stereo unspecified)	-4%	0%	-18%	-8%	-13%	-5%	-5%	9%
CCOC(=O)c1c(N)sc2c1CCSC2	·	-3%	?	3%	8%	13µM*	-14%	25µM*
COc1ccc(Cn2c(N)c(C#N)c3nc4ccccc4nc32)cc1	20%	-1%	-23%	-5%	?	?	10%	-23%
